inhibitors of VEEV – inhibitors of VEEV TC-83 cytopathic effect, confirmation, Vero cells (AID 588727). Vero cells, VEEV TC-83 cytopathic effect inhibition; higher % means a stronger effect. one-dose inhibition, % at 20 µM; IC50 in µM for titrated hits. 0.13% of 350,000 active; in the data active = a potency from the dose series; inconclusive = inhibition mostly from about 14% at the one dose, without a potency; inactive = the rest, 99 in 100 with inhibition below about 12%; also: strong numbers were not always called active
tuberculosis growth – growth inhibition of non-replicating M. tuberculosis (AID 488890) | Mycobacterium tuberculosis non-replicating, growth inhibition; higher % means a stronger effect | 0.39% of 320,000 active | one-dose inhibition, % at 25 µM; IC50 in µM for titrated hits; in the data active = a potency from the dose series; inconclusive = inhibition mostly from about 82% at the one dose, without a potency; inactive = the rest, 99 in 100 with inhibition below about 76%;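 also: plate controls were DMSO cells for no effect and high antibiotic wells for full effect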
influenza NS1A – NS1A inhibition, H1N1 influenza, cell based functional assay (AID 504329); NS1A functional cell-based assay, percent inhibition; higher % means a stronger effect; one-dose inhibition, % at 12.5 µM; IC50 in µM for titrated hits; 0.3% of 340,000 active; in the data active = a potency from the dose series; inconclusive = inhibition above about 27% without an active follow-up result; also: strong numbers were not always called active
Salmonella PhoP GFP – PhoP regulon inhibitors, Salmonella typhi PhoP promoter GFP reporter, confirmatory (AID 1850) | one-dose inhibition, % at 50 µM; IC50 in µM for titrated hits | Salmonella Typhi PhoP-promoter GFP reporter, fluorescence, 4 h; higher % means a stronger effect | 0.33% of 310,000 active; in the data active = a potency from the dose series; inconclusive = inhibition mostly from about 25% at the one dose, without a potency; inactive = the rest, 99 in 100 with inhibition below about 19%;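 also: 0% = induced wells with vehicle and 100% = uninduced wells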
M. tuberculosis HTS – M. tuberculosis growth inhibition, HTS (AID 449762); 0.59% of 330,000 active; M. tuberculosis H37Rv growth inhibition, 7H9 media; higher % means a stronger effect; one-dose inhibition, % at 25 µM; IC50 in µM for titrated hits; in the data active = a potency from the dose series; inconclusive = inhibition above about 70% without an active follow-up result;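 also: bacterial growth assessed after seven days of incubation; strong numbers were not always called active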
inhibitors of VEEV 10K pilot screen – recorded beside inhibitors of VEEV, whose call it bears; inhibition, %; measured here: 10K pilot screen inhibition
The depositor's hits bear a star; i = inactive; ? = inconclusive; / = not tested or not shown.

SMILES | inhibitors of VEEV | tuberculosis growth | influenza NS1A | Salmonella PhoP GFP | M. tuberculosis HTS | others
CC(=O)N(c1ccccc1C)C1CCCC1 | 0.3% | -8% | -4% | -10% | 1%
CC=C(CC)C1(CCC)C(=O)NC(=S)NC1=O | 1.4% | / | -2% | / | /
O=C(Oc1ccc2c(=O)c(Oc3ccc4ccccc4c3)coc2c1)c1ccco1 | 6.5% | 77% | -3% | -8% | 3%
Cc1nn(-c2ccccc2)c(-n2cccc2)c1C(=O)O | 0.2% | 6% | -8% | 3% | 17% | inhibitors of VEEV 10K pilot screen=0.4
Cc1cccc(NC(=O)CSc2nnc(NC(=O)c3ccc(S(=O)(=O)N4CCOCC4)cc3)s2)c1C | / | -10% | / | 0% | 4%
COc1ccc(NC(=O)C2CCCN2C(=O)Nc2ccccc2)cc1OC (stereo unspecified) | 1.5% | -3% | 2% | -7% | 3%
C=CCC(O)(CC=C)C(C)N (stereo unspecified) | 1.4% | 73% | -3% | -3% | -3%
O=S(=O)(Nc1cccc(-c2cn3c(n2)SCC3)c1)c1ccc(F)cc1F | i | 21% | 7% | 34% | 7%
COc1ccc(-c2cc(=O)[nH]c(NCc3ccccc3)n2)cc1 | 0.3% | -7% | 23% | 13% | 17%
CCCCn1ccc(=O)c2c(C(F)(F)F)nccc21 | 1.4% | 4% | -2% | -4% | 7%
COC(=O)COc1ccc(NC(=O)c2ccco2)cc1 | i | 72% | -10% | 11% | 69%
COc1cccc(NC(=O)N2CCCC2C(=O)Nc2ccc3c(c2)OCCO3)c1 (stereo unspecified) | 9.3% | -3% | -2% | 8% | 5%
CCCN(CCC)S(=O)(=O)c1cccc(-c2csc(C)n2)c1 | i | 18% | -11% | 9% | -4%
CCOC(=O)c1nnn(CC(=O)Nc2cccc(F)c2)c1C(=O)OCC | 0.1% | -3% | 6% | -2% | -4%
N#C/C(=C(/O)COC(=O)CSc1ccc(Cl)cc1)c1nc2ccccc2[nH]1 | 1.2% | 31% | 34% | 1% | -4%
O=C(COc1ccc(NC(=O)c2ccccc2)cc1)c1ccccc1 | 4.7% | 15% | 9% | -6% | 1%
O=C(COc1ccc2cc(Br)ccc2c1)N1CCOCC1 | 1.1% | 39% | -13% | / | 6%
CCN1CCN(C(=O)c2ccc(S(=O)(=O)Nc3ccccc3)cc2)CC1 | 3.4% | -5% | -4% | / | 6%
COc1ccc(NC2CCCN(C(=O)CSc3ccccc3)C2)cc1OC (stereo unspecified) | 7.3% | 14% | 5% | -1% | 6%
CCOC(=O)CCN=Cc1c(O)n(-c2ccc(Br)cc2)c(=O)[nH]c1=O | 1.4% | -3% | 5% | 13% | -9%
O=C(COc1ccc(Cl)cc1Cl)NCCCCc1ccccc1 | i | 36% | -5% | 1% | 2%
C=CCNC(=O)c1ccc(-n2cccc2)cc1 | i | 14% | 7% | -5% | 4%
Cc1cc(OCC(=O)OCC(=O)N2CCc3ccccc32)ccc1Cl | 0.2% | 74% | -4% | / | 8%
CNC(=S)N/N=C/c1c2ccccc2c(Cl)c2ccccc12 | 0.1% | -1% | 16% | 6% | 0%
Cc1ccccc1NC(=O)CCCCC(=O)Nc1ccccc1C | 2.6% | -8% | -1% | -6% | 0%
c1ccc2c(c1)-c1cccc3cccc-2c13 | 0.0% | 15% | -23% | -2% | -2%
Cc1oc(-c2ccccc2F)nc1CS(=O)(=O)CC(=O)NCCN1CCCC1 | 0.9% | 6% | -15% | -8% | 0%
O=C(Nc1cnn(Cc2ccc(Cl)cc2Cl)c1)c1noc2c1CCCC2 | 5.7% | / | 5% | 1% | -8%
CCNc1nc(N)nc(-c2cc(Cl)ccc2O)n1 | 6.9% | -5% | -11% | -4% | -6%
CN1CCCC1=Nc1c2c(nc3ccccc13)N(C)CC2 | i | -1% | 10% | -8% | 0%
COc1cc(/C=C/C(=O)c2ccc(Cl)s2)cc(OC)c1O | 0.0% | 38% | 4% | 8% | ?
O=C(CCCCCN1C(=O)c2ccccc2C1=O)Nc1cccc(O)c1 | 0.5% | 41% | -7% | -6% | 1%
Cc1cc(OCC(=O)Nc2ccncc2)ccc1[N+](=O)[O-] | 0.7% | 45% | 11% | 15% | -7%
COc1ccccc1CN1CCN(C(CC(C)C)c2nnnn2Cc2cccs2)CC1 (stereo unspecified) | i | 20% | 3% | 9% | 4%
CCCCC1CCC(C(=O)Nc2ccccc2N2CCOCC2)CC1 (stereo unspecified) | i | -1% | -16% | / | 6%
COc1cccc(NC(=S)NCCC(c2ccccc2)c2ccccc2)c1 | 1.9% | 28% | 2% | 1% | 5%
CCN(CC)CCn1c(=S)[nH]c2cc(C(=O)N3CC=C(c4ccccc4)CC3)ccc2c1=O | / | 70% | / | -16% | 13%
Cn1c(-c2ccc(F)cc2)cnc1NCc1cc2c(cc1[N+](=O)[O-])OCO2 | 0.1% | 64% | 9% | -4% | 2%
COc1ccc(-n2nnnc2/C(=C/N(C)C)C(=O)c2ccccc2)cc1 | 1.6% | 17% | -19% | -2% | 1%
O=C(COC(=O)c1cccc(OC(F)F)c1)Nc1ncccn1 | 2.0% | 4% | -1% | / | -3%

17 compounds from above, arranged by molecular weight, high to low.
SMILES | inhibitors of VEEV | tuberculosis growth | influenza NS1A | Salmonella PhoP GFP | M. tuberculosis HTS | others
CCN(CC)CCn1c(=S)[nH]c2cc(C(=O)N3CC=C(c4ccccc4)CC3)ccc2c1=O | / | 70% | / | -16% | 13%
COc1ccccc1CN1CCN(C(CC(C)C)c2nnnn2Cc2cccs2)CC1 (stereo unspecified) | i | 20% | 3% | 9% | 4%
Cc1oc(-c2ccccc2F)nc1CS(=O)(=O)CC(=O)NCCN1CCCC1 | 0.9% | 6% | -15% | -8% | 0%
O=C(Nc1cnn(Cc2ccc(Cl)cc2Cl)c1)c1noc2c1CCCC2 | 5.7% | / | 5% | 1% | -8%
COc1cccc(NC(=S)NCCC(c2ccccc2)c2ccccc2)c1 | 1.9% | 28% | 2% | 1% | 5%
Cn1c(-c2ccc(F)cc2)cnc1NCc1cc2c(cc1[N+](=O)[O-])OCO2 | 0.1% | 64% | 9% | -4% | 2%
Cc1cc(OCC(=O)OCC(=O)N2CCc3ccccc32)ccc1Cl | 0.2% | 74% | -4% | / | 8%
COc1ccc(-n2nnnc2/C(=C/N(C)C)C(=O)c2ccccc2)cc1 | 1.6% | 17% | -19% | -2% | 1%
CCCCC1CCC(C(=O)Nc2ccccc2N2CCOCC2)CC1 (stereo unspecified) | i | -1% | -16% | / | 6%
CNC(=S)N/N=C/c1c2ccccc2c(Cl)c2ccccc12 | 0.1% | -1% | 16% | 6% | 0%
COc1cc(/C=C/C(=O)c2ccc(Cl)s2)cc(OC)c1O | 0.0% | 38% | 4% | 8% | ?
Cc1ccccc1NC(=O)CCCCC(=O)Nc1ccccc1C | 2.6% | -8% | -1% | -6% | 0%
O=C(COC(=O)c1cccc(OC(F)F)c1)Nc1ncccn1 | 2.0% | 4% | -1% | / | -3%
CN1CCCC1=Nc1c2c(nc3ccccc13)N(C)CC2 | i | -1% | 10% | -8% | 0%
CCNc1nc(N)nc(-c2cc(Cl)ccc2O)n1 | 6.9% | -5% | -11% | -4% | -6%
C=CCNC(=O)c1ccc(-n2cccc2)cc1 | i | 14% | 7% | -5% | 4%
c1ccc2c(c1)-c1cccc3cccc-2c13 | 0.0% | 15% | -23% | -2% | -2%

Next section
SMILES | inhibitors of VEEV | tuberculosis growth | influenza NS1A | Salmonella PhoP GFP | M. tuberculosis HTS | others
Cc1nnc(SCC(=O)Nc2ccc(Br)cn2)[nH]c1=O | 0.6% | -6% | 2% | -8% | 8%
CCC(C)c1nc2ccsc2c(N2CCOC2=O)c1-c1ccccc1 (stereo unspecified) | 0.1% | 10% | 1% | -5% | 2%
COc1ccc(CNC/C=C/c2ccccc2)cc1 | i | 23% | 0% | 0% | 5%
COc1ccc(C2c3sc(=O)[nH]c3SCC2C(N)=O)cc1 (stereo unspecified) | 0.8% | -16% | -4% | -8% | 8%
Cc1ccc(S(=O)(=O)NCCNS(=O)(=O)c2ccc(C)cc2)cc1 | i | 28% | -27% | -1% | -5%
CCOc1ccc(CCN2C(=O)C3C4CCC(O4)C3C2=O)cc1OCC (stereo unspecified) | 1.8% | 2% | -7% | / | -12%
Clc1ccc(-c2nn3c(C4COc5ccccc5O4)nnc3s2)cc1 (stereo unspecified) | 4.4% | 75% | 4% | -6% | -2%
COc1ccc2c(c1OC)C(=O)OC2CC(=O)c1ccc(N(C)C)cc1 (stereo unspecified) | 0.4% | -2% | 2% | 1% | 0%
O=C(COC(=O)[C@H](Cc1ccccc1)NS(=O)(=O)c1ccccc1F)NC1CCCCC1 | i | 15% | -13% | 8% | -8%
CC(=O)N1CCN(c2ccc(NC(=O)c3ccc4ccccc4c3)cc2)CC1 | 0.6% | 14% | 6% | -9% | 16%
COc1ccc(C(=O)Cn2c(=O)c(CCC(=O)O)nn3c4ccccc4nc23)cc1OC | i | 1% | -10% | 0% | -7%
C/C(=N\NC(=O)c1cccc(Br)c1)c1ccccn1 | >25µM* | 3.6µM* | 1.7µM* | 37µM* | ?
CC1CCCCN1C(=O)Cn1cc(C#N)c2ccccc21 (stereo unspecified) | 0.3% | 2% | -18% | 9% | -4%
COC(CNS(=O)(=O)c1ccc(Cl)cc1)c1ccccc1 (stereo unspecified) | i | 6% | -5% | -7% | 3%
Cc1ccc(C(=O)NNC(=S)Nc2cccc3ccccc23)s1 | 2.8% | ? | -15% | -22% | 15%
CN(C)C(=O)CSc1nnc(-c2cccs2)n1-c1ccccc1 | 11% | -5% | 0% | -5% | -4%
CC1CCN(c2ccc(NC(=O)c3ccc([N+](=O)[O-])o3)cc2)CC1 | i | ? | 3% | -5% | ?
CCC(=O)Nc1cccc(NC(=S)NC(=O)c2ccccc2C)c1 | 1.7% | 27% | 0% | -5% | 5%
CCOc1ccc(NC(=O)c2nn(C)c(C(=O)Nc3ccc(OCC)cc3)c2[N+](=O)[O-])cc1 | 1.4% | -2% | -2% | -5% | 3%
CC(=O)c1ccc(S(=O)(=O)N2CCN(C(=O)/C=C/c3ccc4ccccc4n3)CC2)cc1 | i | 21% | 9% | 3% | -2%
COc1ccccc1NC(=O)c1cccc2c(Br)cccc12 | 1.2% | 41% | -2% | 3% | ?
Clc1ccc(-c2cc(C3CCNCC3)[nH]n2)cc1 | 0.7% | 6% | 2% | 13% | -7%
O=C(c1cc(-c2ccncc2)nc2ccc(Br)cc12)N1CCN(Cc2ccc3c(c2)OCO3)CC1 | 6.3% | -2% | 0% | 0% | 0%
Cc1cccc(C(=O)O/N=C(\N)c2cccc([N+](=O)[O-])c2)c1 | 2.8% | / | -2% | 3% | ?
O=C(CCN1CCCCC1)c1ccccc1 | 3.9% | ? | 14% | 18% | 43%
Cc1ccc(C)c(N2CCN(S(=O)(=O)c3ccc4c(c3)oc(=O)n4C)CC2)c1 | i | 32% | 1% | -5% | -4%
O=C(O)/C=C/c1ccc(S(=O)(=O)NCc2ccco2)cc1 | 1.7% | -11% | 5% | 12% | -3%
Cc1ccccc1C1NC(=S)NC2=C1C(=O)CC(C)(C)C2 (stereo unspecified) | 0.3% | 16% | 9% | 13% | 14%
CCc1nn(C(C)C(=O)NCc2ccc(Cl)cc2)c(=O)c2cc3occc3n12 (stereo unspecified) | 1.0% | 5% | 7% | -5% | 0%
CCc1cc(C(=O)NNC(=S)NCc2ccccc2)cs1 | 2.4% | 10% | 5% | 14% | 7%
CC(C)CNC(=O)c1cccc(NC(=O)C(C)C)c1 | i | -12% | -2% | 10% | -8%
Cc1ccc(NC(=O)NNC(=O)Cn2nc(-c3ccccc3)c(-c3ccccc3)c(C#N)c2=O)cc1 | 0.6% | 9% | -1% | -17% | 16%
CCCCCn1c(=O)c(C(=O)Nc2cc(C)ccn2)c(O)c2ccccc21 | i | / | -2% | -1% | 68%
Cc1cc(F)ccc1S(=O)(=O)N(CC(=O)N1CCOCC1)CC(=O)N1CCOCC1 | 0.8% | -11% | 8% | / | 2%
c1ccc(N2CCN(Cc3nnnn3C3CCCCC3)CC2)cc1 | 0.7% | -1% | -6% | 0% | -5%
COCCNC(=O)c1ccc(S(=O)(=O)c2ccc(Cl)cc2)c(NC(C)=O)c1 | i | -1% | -9% | -4% | -2%
COc1ccccc1NC(=O)C/C(C)=N/NC(=O)c1ccccn1 | 1.5% | 64% | 13% | 5% | ?

Assay outcomes as filed in PubChem BioAssay.
